# Screening data from PubChem BioAssay.
# TRHR agonist: agonists of human TRH receptor. P34981. 0.18% of 360,000 active. AID 493084. TRHR cells, calcium flux fluo-8, FDSS agonist mode. activation, % at 2 µM; further: 0% is about no effect
# Target sequence (P34981 whole entry, looked up): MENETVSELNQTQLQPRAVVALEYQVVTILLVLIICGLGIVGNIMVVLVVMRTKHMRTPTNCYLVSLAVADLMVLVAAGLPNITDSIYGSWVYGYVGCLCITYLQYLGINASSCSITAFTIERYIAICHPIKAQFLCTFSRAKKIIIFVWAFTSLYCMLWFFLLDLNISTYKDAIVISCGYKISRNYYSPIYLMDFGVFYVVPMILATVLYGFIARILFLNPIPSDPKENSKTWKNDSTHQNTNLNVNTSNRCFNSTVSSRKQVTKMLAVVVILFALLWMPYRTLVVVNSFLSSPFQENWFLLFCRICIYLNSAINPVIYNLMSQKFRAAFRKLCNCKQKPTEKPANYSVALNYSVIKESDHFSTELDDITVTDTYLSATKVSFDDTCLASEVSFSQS
#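 Steps: seed TRHR cells overnight; add fluo-8 no-wash Ca dye, RT 30 min–1.5 h; record 10 s baseline; pin-transfer compounds; monitor fluorescence 1 cycle/s for the agonist window. Calcium increases flag candidate agonists.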
# RXFP1 antag: RXFP1 (human) relaxin receptor antagonism. activity change, negative = inhibition, % at 57.5 µM. 0.59% of 350,000 active. HEK293-RXFP1, relaxin-stimulated cAMP HTRF, 30 min; stronger effect = lower value;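 active means activity change of -60% or lower, but not beyond a set lower limit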; further: on the % scale 0 is the no-effect control and ±100 the full control effect
# D1 ag: human D1 receptor agonism | P21728 | HEK293 T-REx D1 cells, calcium flux, agonist mode | activation, % at 2 µM | 1% of 360,000 active | AID 504660; further: 0% is about no effect
#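 Inducible HEK293 T-REx D1 cells, force-coupled to calcium signalling, were plated at 4000 cells/well with tetracycline and held overnight at 30 C. After no-wash calcium dye loading, compound-evoked calcium rise over 180 s flagged agonists.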
# D2 potentiator: positive allosteric modulators of human D2 dopamine receptor | AID 485347 | HEK293 T-REx D2, calcium flux, EC20 dopamine potentiation | P14416 | 0.34% of 340,000 active | potentiation, % at 10 µM;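 active means potentiation over 3 SD above the plate norm, cut at about 30% in these data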; further: 0% is about no effect
# Target sequence (P14416 whole entry, looked up): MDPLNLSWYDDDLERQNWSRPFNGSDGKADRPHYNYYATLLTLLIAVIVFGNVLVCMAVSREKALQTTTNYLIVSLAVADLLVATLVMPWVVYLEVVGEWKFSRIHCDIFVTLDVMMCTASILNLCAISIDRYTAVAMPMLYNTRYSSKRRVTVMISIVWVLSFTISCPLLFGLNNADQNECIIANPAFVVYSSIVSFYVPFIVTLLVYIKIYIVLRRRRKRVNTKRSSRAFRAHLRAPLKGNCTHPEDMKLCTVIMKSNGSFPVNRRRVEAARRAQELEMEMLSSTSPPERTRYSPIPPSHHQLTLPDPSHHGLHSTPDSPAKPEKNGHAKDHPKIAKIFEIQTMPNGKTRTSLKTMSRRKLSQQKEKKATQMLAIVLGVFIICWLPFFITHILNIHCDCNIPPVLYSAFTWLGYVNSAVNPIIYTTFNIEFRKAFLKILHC
#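 Cells plated with tetracycline inducer and held overnight at 30 C; calcium dye loaded 30–90 min at room temperature; baseline taken, compound added and read 180 s; EC20 dopamine then added and read 180 s.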
# TRHR PAM: TRH receptor (human) allosteric enhancement | P34981 | TRHR cells, fluo-8 calcium fluorescence, EC20 TRH enhancement | enhancement, % at 2 µM | 0.66% of 360,000 active | AID 493056; in the data active means enhancement above about 30%; further: 0% is about no effect
#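 Enhancer read-out: after compound pinning and an initial kinetic agonist-mode read, an EC20 of TRH (10 nM final) was injected and fluo-8 calcium signal (Ex 480/Em 530) followed at 1 s/cycle for 100 cycles in TRHR-expressing cells.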
# D2 ag: agonists of human D2 dopamine receptor | 0.53% of 340,000 active | activation, % at 2 µM | P14416 | HEK293 T-REx D2 cells, calcium flux agonist mode | AID 485358;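 active means activation over 3 SD above normal in the single-dose calcium agonist read, cut at about 30% in these data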; further: 0% is about no effect
#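 Agonism is scored from calcium flux in a force-coupled, inducible HEK293 cell line expressing D2, read kinetically for 180 s after compound addition against dopamine controls.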
# D2 antag: antagonists of human D2 dopamine receptor. HEK293 TREx D2 cells, calcium flux, dopamine EC80. inhibition, % at 10 µM. 2% of 340,000 active; in the data active means inhibition above about 30%; further: 0% is about no effect
#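 In this primary screen, negative modulation is detected by tracking calcium flux after an EC80 dopamine challenge in inducible HEK293 T-REx D2 cells preexposed to test compound for 180 s.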
# D1 potentiator: potentiators of human D1 dopamine receptor; P21728; HEK293 TREx D1 cells, calcium flux, dopamine EC20 potentiation; potentiation, % at 10 µM; 0.036% of 360,000 active; in the data active means potentiation above about 30%; further: 0% is about no effect
# D1 antag: antagonists of human D1 dopamine receptor | P21728 | HEK293 TREx D1 cells, calcium flux, dopamine EC80; stronger effect = lower value | activity change, negative = inhibition, % at 10 µM | 3.2% of 360,000 active; in the data active means activity change below about -30%; further: on the % scale 0 is the no-effect control and ±100 the full control effect
#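 Tetracycline-induced HEK293 Trex D1 cells, force-coupled to calcium, dye-loaded; compounds added and read 180 s, then EC80 dopamine added and calcium flux tracked kinetically another 180 s.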
# * = called active by the depositor; · = no result given; & = joins results of further samples. Unless noted, no stated cut-off is given here; in the data, active means activation above about 30%; inactive means the rest.
SMILES,TRHR agonist,RXFP1 antag,D1 ag,D2 potentiator,TRHR PAM,D2 ag,D2 antag,D1 potentiator,D1 antag
O=C(Cn1ncc2ccsc2c1=O)N1CCN(c2ccccc2)CC1,1.0,·,2,13,3,·,·,-3,-19
COc1cccc(OC)c1C(=O)OCC(=O)N(c1ccccc1)C1CCCCC1,-0.9,6,20,21,-9,0.2,23,-1,51
Cc1ccc(-n2c(SCC(=O)Nc3cccc(C)c3)nc3c(oc4ccccc43)c2=O)cc1,1.6&2.0,·,9&8,5&-2,3&16,2.0&0.2,-7,-7&0,-4&5
O=C(c1ccc(CNS(=O)(=O)c2ccc(Br)cc2)cc1)N1CCCCC1,0.1,-7,22,-5,1,·,·,-6,3
COc1ccc(CNC(=O)[C@H](C)NC(=O)C2CCN(C(=O)[C@H](CCSC)NC(=O)OC(C)(C)C)CC2)cc1,0.6,·,0,6,9,0.3,3,-1,-10
CCOC(=O)N1CCC(NC(=O)c2cc3c(-c4ccc(OC)c(OC)c4)nn(C)c3s2)CC1,-0.3,1,0,-4,0,-0.3,1,-1,-4
Cc1cc2ccccc2n1CCNC(=O)Cc1cccc2ccccc12,-0.2,-5,11,0,2,0.4,4,9,4
CN(C)c1cccc(Oc2nc3c(c(=O)n(C)c(=O)n3C)n2C)c1,0.8,-6,2,0,4,-1.0,10,9,8
CCCc1cc(=O)[nH]c(N/N=C/C=C\c2ccccc2)n1,-1.1,-7,0,12,24,-1.2,-1,-5,-1
Cc1noc(-c2ccc(C(F)(F)F)cc2)c1NC(=O)Nc1ccc(Cl)cc1,0.3,-1,25,-3,-11,0.7,6,-13,-42*
Cc1onc(-c2ccccc2)c1C(=O)N/N=C/C(Br)=C/c1ccccc1,0.5,0,6,0,5,-2.6,3,-2,-14
COC(=O)CCCCC1SCC(NC(=O)c2ccccc2)C1=O (stereo not drawn),-0.9,0,1,13,-3,0.1,13,-3,0
COc1ccc(NC(=O)CSc2nnc(-c3ccccn3)n2N)cc1,0.0,18,2,4,3,-0.6,-2,-1,-18
CCN1CCN(CC(=O)Nc2cc(F)ccc2C)CC1,0.6,-1,2,·,0,·,·,-3,5
O=C(COC(=O)CNC(=O)c1ccco1)Nc1ccccc1OC(F)F,-0.7,-1,2,-4,-4,-6.5,16,-8,-12
C=CS(=O)(=O)c1ccc(Oc2ccc(S(=O)(=O)C=C)cc2)cc1,0.2,-29,22,-5,9,25,-8,-11,-17
Cc1nn(C(=O)c2ccco2)c(C)c1CN1C(=O)c2ccccc2C1=O,0.2,-21,2,0,-2,2.4,-13,-1,-19
CC1=CC(C)(C)N2C(=O)C3(C(C#N)=C(N)Oc4cc(O)ccc43)c3c(C)c(C)cc1c32 (stereo not drawn),0.3,-73*,4,1,-4,0.6,-17,-5,-14
COc1ccc(C(=O)ON=C2C=C(C)C(=O)C(C)=C2)cc1,-0.8,6,1,-9,-6,6.1,-16,-6,·
N=C1C(c2ccc(Br)cc2)=C(O)C2CCc3ccccc3N12 (stereo not drawn),-0.3,6,0,-3,3,-0.8,-16,-2,-15

# Of the compounds above, these have an aryl methoxy group.
SMILES,TRHR agonist,RXFP1 antag,D1 ag,D2 potentiator,TRHR PAM,D2 ag,D2 antag,D1 potentiator,D1 antag
COc1cccc(OC)c1C(=O)OCC(=O)N(c1ccccc1)C1CCCCC1,-0.9,6,20,21,-9,0.2,23,-1,51
COc1ccc(CNC(=O)[C@H](C)NC(=O)C2CCN(C(=O)[C@H](CCSC)NC(=O)OC(C)(C)C)CC2)cc1,0.6,·,0,6,9,0.3,3,-1,-10
CCOC(=O)N1CCC(NC(=O)c2cc3c(-c4ccc(OC)c(OC)c4)nn(C)c3s2)CC1,-0.3,1,0,-4,0,-0.3,1,-1,-4
COc1ccc(NC(=O)CSc2nnc(-c3ccccn3)n2N)cc1,0.0,18,2,4,3,-0.6,-2,-1,-18
COc1ccc(C(=O)ON=C2C=C(C)C(=O)C(C)=C2)cc1,-0.8,6,1,-9,-6,6.1,-16,-6,·

# Carrying on:
SMILES,TRHR agonist,RXFP1 antag,D1 ag,D2 potentiator,TRHR PAM,D2 ag,D2 antag,D1 potentiator,D1 antag
COc1ccc2c(c1)c1c(c(=O)n(-c3ccccc3)c(=O)n1CC(=O)Nc1ccc(C)c(C)c1)n2C,0.2,·,-1,0,0,1.6,·,-1,8
O=C(Nc1ccc(C(F)(F)F)cc1)C1CC(=O)N(c2ccc3c(c2)OCCO3)C1 (stereo not drawn),0.9,-2,1,9,11,0.0,-2,-2,-7
Cc1ccc(NC(=O)[C@@H](c2ccccc2)N2Cc3ccccc3C2=O)cc1F,1.3,·,2,15,4,·,·,-5,4
COc1cccc(N2CCN(Cc3nc4scc(-c5ccccc5)c4c(=O)[nH]3)CC2)c1,0.9,-4,1,-10,2,2.0,0,3,-8
CC1CN(c2nc(Nc3ccccc3F)nc(N)c2[N+](=O)[O-])CC(C)O1 (stereo not drawn),-1.1,-24,4,14,6,-0.3,-3,-3,4
Cn1c(N)c(C(=O)CSc2nc3ccccc3c(=O)n2CCCN2CCOCC2)c(=O)n(C)c1=O,-0.1,-6,1,0,1,0.7,-1,0,7
Cc1cc(OC(C)C(=O)N2C[C@H]3C[C@@H](C2)c2cccc(=O)n2C3)c2c(C)c(C)c(=O)oc2c1 (stereo partly drawn),0.1,·,3,2,5,41*,-1,-1,-16
Cc1ccc(C(=O)NCCCNc2ccccc2[N+](=O)[O-])cc1,-1.0,8,1,2,7,-0.2,-2,-7,-44*
CC(O)c1cccc(NC(=O)CCC(=O)O)c1 (stereo not drawn),0.1,8,1,-5,-5,0.1,9,16,-4
CCOC(=O)c1cnn(-c2c(Cc3ccccc3)c(C)nc3c(-c4ccccc4)c(C)nn23)c1N,0.1,-1,2,-8,-7,-0.3,13,-3,·

# The closing 4 records of the section above open the next one.
SMILES,TRHR agonist,RXFP1 antag,D1 ag,D2 potentiator,TRHR PAM,D2 ag,D2 antag,D1 potentiator,D1 antag
Cc1cc(OC(C)C(=O)N2C[C@H]3C[C@@H](C2)c2cccc(=O)n2C3)c2c(C)c(C)c(=O)oc2c1 (stereo partly drawn),0.1,·,3,2,5,41*,-1,-1,-16
Cc1ccc(C(=O)NCCCNc2ccccc2[N+](=O)[O-])cc1,-1.0,8,1,2,7,-0.2,-2,-7,-44*
CC(O)c1cccc(NC(=O)CCC(=O)O)c1 (stereo not drawn),0.1,8,1,-5,-5,0.1,9,16,-4
CCOC(=O)c1cnn(-c2c(Cc3ccccc3)c(C)nc3c(-c4ccccc4)c(C)nn23)c1N,0.1,-1,2,-8,-7,-0.3,13,-3,·
Cc1ccc(Nc2nc3ccccc3s2)cc1,-0.8,2,12,-1,3,-0.5,-17,-4,-21
CN=c1scc(C)n1/N=C/c1ccc(O)cc1O,-1.3,0,4,3,-2,-0.1,10,-2,-16
CCOC(=O)c1noc2ncnc(NCc3ccccc3OC)c12,-0.5,·,1,10,-2,0.2,·,-6,-5
O=C(Nc1ccccc1N1CCOCC1)c1cc2c(s1)CCCCC2,0.8,-18,1,18,8,0.4,-1,3,11
Cc1cccc(NC(=O)CSc2nc3nc(C)cc(C)n3n2)c1,-0.8,-3,4,10,0,1.0,10,-2,-5
Cc1ccc(OC(C)C(=O)N2CCN(CCc3ccccn3)CC2)cc1C (stereo not drawn),-0.1,-7,-1,-10,-3,·,·,0,5
COCCNC(=S)Nc1ccc(Cl)c(Cl)c1,0.2,5,18,-5,-2,1.3,4,-5,-9
CC(C)NC(=O)/C(=C\c1cccc([N+](=O)[O-])c1)NC(=O)c1ccccc1,-0.4,2,0,-3,-3,0.2,14,3,-15
CN(C)c1ccc(C(=O)Nc2nnc(C3=COCCO3)o2)cc1,0.1,-28,2,-9,-10,-0.2,-5,-3,-8
O=C(Nc1cccc(S(=O)(=O)N2CCCCC2)c1)c1ccc(S(=O)(=O)C(F)F)cc1,0.2,-17,10,-4,14,2.1,-2,-1,-22
CCCCCn1c(=O)[nH]c2cc(C(=O)Nc3cc(OC)cc(OC)c3)ccc2c1=O,0.4,·,2,-4,4,0.2,·,1,3
OC(CN1CCc2ccccc2C1)c1ccccc1 (stereo not drawn),-0.1,-1,3,-16,0,0.6,7,-4,-4
Cc1cc(C)c2cc3c(N)c(C(=O)N4CCc5ccccc5C4)sc3nc2c1,0.3,10,2,-4,11,1.0,-12,-5,9
Cc1cc(C)cc(NC(=O)N2CCCC2C(=O)NCc2ccco2)c1 (stereo not drawn),0.3,-5,6,-2,1,0.2,-5,-5,-13
COc1ccccc1NC(=O)c1cccc2c(Br)cccc12,0.0,5,9,-1,-7,1.3,3,1,-10
Cc1cc(C)n(C(=O)C(C(=O)c2ccccc2)C(C)C)n1 (stereo not drawn),0.1,-6,0,-3,-4,1.9,12,-2,-3
O=C(CSc1nc2ccccc2n1S(=O)(=O)c1ccccc1)N1CCCCC1,0.2,-6,0,13,-13,0.0,7,8,4
O=C(O)CN1C(=O)/C(=C\c2cccc(OC(=O)c3ccco3)c2)SC1=S,1.0,-11,5,-6,-2,-1.3,3,·,10
COc1cccc(CNC(=O)Cn2c(=O)c3cccn3c3ccccc32)c1,0.3,1,2,6,-2,0.3,26,-2,4
Cc1cc(/C=N/NC(N)=O)c(C)n1-c1ccc(F)cc1,0.0,-2,5,-4,1,0.0,19,-4,-11
O=C(Nc1nc(-c2ccc(F)c(F)c2)cs1)Nc1ccc(F)cc1F,1.0,-2,3,7,18,1.4,0,-6,-4
CCOC(=O)c1[nH]cnc1C(=O)Nc1cccc(Cl)c1,-0.4,11,3,12,3,-0.3,0,-3,22
Cc1ccc(NC(=O)COC(=O)c2cc(=O)c3cc(F)ccc3o2)cc1,-0.3,-4,2,-5,-2,-0.4,11,2,3
Cc1cc(NC(=O)Cc2ccccc2)nc2c1c(=O)oc1ccccc12,0.1,·,0,-3,9,-0.5,13,1,-8
COc1ccc(-c2cn(Cc3ccc(C(N)=O)cc3)c(CCN)n2)cc1,0.4,·,0,-9,3,0.0,-5,-7,-29
Cc1cc(NC(=O)c2cc(C3CC3)on2)no1,0.1,-2,1,7,4,-0.1,15,-6,-29
N#C/C(=C\c1ccccc1F)c1nc2ccccc2c(=O)[nH]1,3.3,·,6,0,1,1.2,·,0,-3
Cc1ccc(C)c(Oc2nc3c(c(=O)n(C)c(=O)n3C)n2Cc2ccccc2)c1,-1.1,·,2,10,5,-1.3,·,2,19
CC(=O)Nc1ccc2nc(-c3cccn3C)[nH]c2c1,0.1,-21,1,6,13,0.8,-2,-20,-2
Cc1ccccc1OCC(=O)Nc1nnc(C2CC2)s1,0.4,-3,4,-4,9,1.8,6,-3,4
CCOc1ccc(S(=O)(=O)n2cnc3cc(C)c(C)cc32)cc1,-0.2,-1,1,10,-2,·,·,-3,-7
Cc1c(CCO)c(=O)[nH]n1S(=O)(=O)c1ccc(Cl)cc1Cl,0.6,3,5,-5,4,0.3,9,-1,-11
CC1CCCN(CC(=O)Nc2cccc([N+](=O)[O-])c2)C1 (stereo not drawn),0.0,-6,1,-27,-1,-0.5,21,-6,10
CSc1cccc(NC(=O)CSc2ccc(C)cc2)c1,-0.7,-5,2,1,6,-0.2,14,-3,-5
Cc1cc2nc(C)n3c4ccccc4nc3n2n1,-0.2,-3,2,1,9,0.3,-4,-6,11
Cc1cccc(NC(=O)CSc2nc3ccc(N4C(=O)c5ccccc5C4=O)cc3s2)c1C,-0.1,13,0,2,-1,0.4,0,-6,-1
